# Screening data (PubChem)
# Peg3 promoter: Peg3 promoter activity inhibition | 360,000 tested, 1.7% active | AID 588405 | HeLa PEG-Prom luciferase reporter, luminescence, overnight | inhibition, % at 20 µM;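 active means inhibition of at least 50% at 20 µM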
# NR2E3 ag-1: NR2E3 (human) agonism; AID 2300; Q9Y5X4; inhibition of corepressor binding, % at 4.78 µM; 320,000 tested, 0.12% active; GST-NR2E3/biotin-RetCOR TR-FRET, 1536-well;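 active means percent inhibition above the cutoff of mean plus 3 SD of all tested compounds, set per screening campaign, cut at about 20% in these data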;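 further: 0% = DMSO wells and 100% = biotin wells as full block of FRET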
# Target sequence (Q9Y5X4 whole entry, looked up): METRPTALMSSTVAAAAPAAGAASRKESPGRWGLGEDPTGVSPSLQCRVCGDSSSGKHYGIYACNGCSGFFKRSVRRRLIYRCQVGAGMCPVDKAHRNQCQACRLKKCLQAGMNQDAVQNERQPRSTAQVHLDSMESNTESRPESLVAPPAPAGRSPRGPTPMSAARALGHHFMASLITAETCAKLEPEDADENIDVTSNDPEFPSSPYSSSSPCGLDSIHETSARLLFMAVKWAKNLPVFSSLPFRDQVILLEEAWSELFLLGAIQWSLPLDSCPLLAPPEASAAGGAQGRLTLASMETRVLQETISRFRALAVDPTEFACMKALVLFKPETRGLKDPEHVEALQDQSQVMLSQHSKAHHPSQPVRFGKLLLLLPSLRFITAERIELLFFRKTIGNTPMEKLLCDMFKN
#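 Test system – NR2E3–RetCOR corepressor complex · Quantity – NR2E3 fusion 1.35 nM · Buffer or medium – Tris pH 7.5 · Incubation – Compound–protein incubation for 5 h at 4 °C · Technique – TR-FRET, Eu(K)-anti-GST donor, streptavidin-D2 acceptor, ex 340, em 617/671 nm · Evaluation – percent inhibition of 671/617 nm emission ratio versus biotin and DMSO controls · Plate – 1536-well format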
# CF NFkB inh: blocks PAF-induced NF-kB reporter in cystic fibrosis cells; KKLEB NF-kB-GFP reporter, GFP fluorescence overnight; inhibition, % at 5 µM; 360,000 tested, 0.86% active;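 active means at least 50% inhibition at 5 µM, scaled per plate between neutral and stimulator controls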;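 further: PAF is a Pseudomonas aeruginosa culture filtrate used as stimulus; plate controls were PAF-stimulated DMSO wells for no effect and unstimulated DMSO wells for full effect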
# hiPSC survival: increases survival of single human iPS cells | hiPSC single-cell survival, ATPlite luminescence; 100% = ROCK inhibitor wells, 0% = DMSO | survival enhancement, % at 20 µM | 360,000 tested, 0.044% active | AID 602274; in the data active means survival enhancement above about 18%;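 further: cells exposed to compounds for 16 hours before the ATP read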
# LMP1 NFkB inh: reduces LMP1-driven NF-kappaB luciferase signal; LMP1-induced NF-kappaB luciferase reporter cells, luminescence; inhibition, % at 12.5 µM; 350,000 tested, 0.69% active; in the data active means inhibition above about 41%;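 further: 0% = neutral control wells and 100% = reference inhibitor control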
# NR2E3 ag-2: human photoreceptor-specific nuclear receptor agonism | Q9Y5X4 | CHO-S Gal4-NCOR/VP16-NR2E3 two-hybrid, luciferase | inhibition of corepressor binding, % at 3.98 µM | 360,000 tested, 0.35% active | AID 602229;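 active means inhibition above the mean of all tested compounds plus 3 SD, cut at about 70% in these data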;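 further: 0% = DMSO with NR2E3 transfected cells and 100% = cells lacking NR2E3 construct; higher means lower luciferase signal from less NR2E3 corepressor binding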
# TRPM1 prom inh: reduces MITF-dependent TRPM1 promoter luciferase signal | 330,000 tested, 0.83% active | inhibition, % at 12.5 µM | SK-MEL-5 TRPM1 promoter luciferase, 24 h | AID 488899;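 active means mean inhibition across replicates of 60% or more, whatever share of single replicates reaches that level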; further: values of inactives mirror those of a sister screen read the other way
# KKLEB tox: counter-screen for CF NF-kB inhibitors: cytotoxicity | KKLEB CF airway cells viability, ATPlite luminescence, overnight; stronger effect = lower value; cells stimulated with P. aeruginosa culture filtrate | activity change (cytotoxicity), % at 5 µM | 360,000 tested, 0.36% active | AID 602141;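 active means corrected activity change at or below -50% at 5 µM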
# HIF-2a block: blocks HIF-2a reporter activity; inhibition, % at 18.8 µM; 360,000 tested, 0.72% active; 786-0 RCC cells HIF-2a reporter, luciferase luminescence, overnight;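 active means inhibition of the luminescence signal of 40% or more relative to plate controls, in a single-dose primary screen at 18.75 µM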
# C8 TRAIL sens: sensitizes caspase-8 expressing cells to TRAIL; NB7+C8 cells + TRAIL, ATPlite viability luminescence; 360,000 tested, 1% active; inhibition (viability loss, TRAIL sensitization), % at 10 µM;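 active means compounds causing at least 50% loss of cell viability in the single-dose screen, relative to plate controls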
# Shn3 inh set2: Schnurri-3 reporter inhibition in Clone20 osteoblasts. Clone20 osteoblast Shn3 3'UTR firefly luciferase, 24 h. AID 588674. inhibition, % at 12.5 µM. 360,000 tested, 0.52% active;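 active means mean inhibition of at least 75% with every replicate also reaching 75%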;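 further: 0% = median of neutral control wells and 100% = pilot-screen positive control compound; some compounds past the cut are filed as inactive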
# Starred values were filed as active, the others as inactive; . = no result given. The list is partial; count on the stated rates, not on these rows.
compound	Peg3 promoter	NR2E3 ag-1	CF NFkB inh	hiPSC survival	LMP1 NFkB inh	NR2E3 ag-2	TRPM1 prom inh	KKLEB tox	HIF-2a block	C8 TRAIL sens	Shn3 inh set2
O=C(NC1CCCc2ccccc21)c1ccc(Cl)nc1 (centres undefined)	8	2	14	-2.3	2	4	-3	11	6	9	7
CCc1n[nH]c2c1/C(=N\O)CC(c1ccccc1)C2 (centres undefined)	-3	-1	-1	-3.0	15	-17	-13	-3	-5	-6	12
O=[N+]([O-])c1cccc(NC(=S)N2CCc3ccccc32)c1	-109	.	-2	0.1	-1	-54	-4	0	-113	-9	-7
CCN1CCN(C(=O)C(Cc2ccccc2)NC(=O)c2ccc(Cl)c(S(=O)(=O)N(C)C)c2)CC1 (centres undefined)	4	.	-4	-0.4	-1	-2	11	10	1	4	27
Oc1nc(-c2ccc(Br)cc2)n2ccncc12	4	-5	-2	-1.0	5	-3	-2	4	-2	9	-4
COc1ccc(N2CC(C(=O)N/N=C/c3c[nH]c4ccccc34)CC2=O)cc1 (centres undefined)	28	-2	6	-2.6	-1	-5	24	0	14	-5	6
CSc1ncccc1C(=O)Nc1cccc(S(=O)(=O)N(C)c2ccccc2)c1	12	-1	-14	0.2	-3	7	-8	22	9	0	23
CO/N=C/C(C(C)=O)C(=O)Nc1ccc(Cl)cc1Cl (centres undefined)	-7	3	9	1.2	-14	-19	-8	-2	-23	-11	-6
CCCOC(=O)N[C@@H]1C(=O)N2C(C(=O)OCCC)=C(C)CS[C@H]12	8	0	-2	-0.7	-2	-13	7	3	13	3	-23
CN(c1ccc(C(=O)NCCCn2ccnc2)cc1)S(C)(=O)=O	10	-5	7	0.4	-3	18	5	-2	18	16	2
COc1ccccc1/C=N/Nc1nccnc1Cl	-169	1	-13	-0.8	-8	-84	-55	5	-250	7	-89
Cc1cccc(C)c1NC(=O)CN1C(=O)COc2ccccc21	-4	3	5	-0.5	6	-4	3	2	11	4	21
CC(C)c1ccc(NC(=O)CSc2n[nH]c(=O)n2-c2cccnc2)cc1	3	3	-2	-0.5	1	2	8	0	11	6	17
CC1CCc2sc(C(=O)Nc3ccc(N4CCOCC4)cc3)cc2C1 (centres undefined)	-13	0	2	-1.0	-5	-10	-9	0	-15	-1	19
CCC(c1nnc(SCC(=O)Nc2nnc(-c3ccccc3)o2)o1)N(C)C (centres undefined)	21	-1	-10	2.2	1	2	12	11	11	-5	7
CCCNC(=O)C(Cc1ccc(Cl)cc1)NC(=O)c1ccc(-c2ccccc2)cc1 (centres undefined)	-3	5	-13	3.6	-21	-15	13	3	-33	27	50
CCc1cc2cccc(C)c2nc1SCC(=O)Nc1nonc1C	14	2	11	-0.3	2	-12	3	1	17	-4	5
C/C(=N\O)c1cccc(Br)c1	-3	-1	11	-0.2	1	-22	-6	-8	6	0	6
COc1cccc(/C=N/NC(=O)c2ccc3nc[nH]c3c2)c1	-4	-1	-4	-0.2	3	6	-8	11	-27	12	3
Cc1cc(C)c(S(=O)(=O)N(C)CC(N)=O)c(C)c1	-14	-3	0	7.6	1	-4	-5	7	7	-35	-5
CCCCC(=O)Nc1nc2c(OC)cc([N+](=O)[O-])cc2s1	-38	4	-20	3.7	-5	8	-9	7	-34	-6	-4
COc1ccccc1CNC(=O)C(=O)c1cn(CC(=O)N2CCCC2)c2ccccc12	-33	0	-44	0.0	-5	-42	-17	30	-54	6	-11
Cc1cc(C(=O)NCC(c2ccco2)N2CCCC2)c2ccccc2n1 (centres undefined)	12	9	-6	-0.4	-2	9	-3	8	6	-1	14
Cc1ccc(N(Cc2cc3ccc(C)cc3[nH]c2=O)S(=O)(=O)c2ccccc2)cc1	2	-1	9	-0.3	-3	-22	15	-5	15	-17	-17
Fc1ccc(N2CCN(Cc3cnc(Oc4ccc(Br)cc4)s3)CC2)cc1	0	5	0	-2.4	3	25	2	8	5	1	-1
Cc1cn([C@H]2C[C@H](O)[C@@H](CNCc3ccc4ncccc4c3)O2)c(=O)[nH]c1=O	5	.	17	-1.9	-3	-18	.	-8	7	-9	-12
CC(=O)c1ccc(S(=O)(=O)N2CCN(C(C)=O)CC2)cc1	8	1	-4	-0.7	7	22	3	1	15	-7	17
Nc1nonc1-n1nnc(C(=O)N/N=C/c2ccc(Br)cc2)c1-c1ccc2c(c1)OCO2	-10	0	16	-0.4	-10	-36	-8	-8	1	11	9
Cc1ccc([N+](=O)[O-])cc1-c1[nH]c(-c2ccc(O)c(O)c2)nc1-c1ccccc1	8	0	-13	3.4	0	-17	15	1	14	0	10
CC(C)(C)c1ccc(S(=O)(=O)N2CCNC(=O)C2)cc1	-5	.	1	6.3	-6	-3	1	-12	-4	-4	5
Cc1ccc(S(=O)(=O)N(CC(=O)N2CCOCC2)C2CCCCC2)cc1	0	2	-4	-1.8	-3	-5	2	-5	12	-6	-8
CC(C)Nc1ncnc2c1ncn2[C@H]1CN(Cc2ccc3c(c2)OCO3)C[C@@H](CO)O1	0	.	3	0.2	.	-7	.	6	14	-10	14
CCCCc1c(C)nn(-c2nnc3c4ccccc4n(CC)c3n2)c1C	-4	0	-4	10	24	-6	-3	-6	-50	-15	-2
Fc1ccc(C2=Nn3c(nnc3-c3n[nH]c4c3CCC4)SC2)cc1	-1	5	-44	0.1	18	-16	18	-13	2	-3	10
COCCCN1C(=O)C(CC(=O)NCc2cccs2)CC(C(=O)N(C)C)=C1C (centres undefined)	-1	.	0	-2.9	1	-30	.	5	-5	-3	-17
O=C(Nc1ccc([N+](=O)[O-])cc1)Nc1ccc(Cl)cc1F	-51	-1	52*	-2.9	23	-8	-7	-31	-112	30	71
Clc1cccc(Oc2ncc(CN3CCOCC3)s2)c1	-47	-2	2	3.3	-15	-22	-15	0	-70	7	-32
CCC1(c2ccc(F)cc2)NC(=O)N(CC(=O)Nc2cc(S(=O)(=O)N(C)C)ccc2Cl)C1=O (centres undefined)	13	-2	9	2.2	-7	13	5	-17	18	-4	8
CS(=O)(=O)N(CC(=O)O)c1cccc(Cl)c1	7	1	1	2.1	4	-5	-12	-1	7	1	7
CC(=O)Nc1cccc(C(=O)/C=C/c2ccc(N(C)C)cc2)c1	-251	2	3	-0.9	3	-68	-30	-18	-217	4	-30
CCOC(=O)C(Cc1ccnc2ccccc12)=NO	18	.	4	0.4	0	-18	-6	13	20	11	2
OC1CSc2nc3ccccc3n2C1 (centres undefined)	-3	1	2	-0.6	4	0	-2	13	11	3	-4
COc1ccc(C(=O)OC(COc2ccccc2)Cn2ccnc2)cc1 (centres undefined)	-16	-1	16	2.9	-2	-14	-12	-9	-40	-2	4
O=C(Cn1cnc2c(nnn2Cc2ccccc2)c1=O)NCc1ccccc1Cl	7	5	6	-0.5	-12	-2	7	-12	10	-12	13
COc1ccc(O)c(C(=O)/C=C/c2cc3ccccc3o2)c1	27	0	-2	-0.7	2	20	-1	-6	-10	7	-8
CCCCC1CC(/C(C)=N/NC(N)=O)OC1=O (centres undefined)	7	2	-6	15	1	-12	6	1	-1	-6	0
CCCCc1cc(=O)oc2cc(C)cc(OCC(=O)NCc3cccnc3)c12	24	0	-36	0.6	-2	-12	10	-5	14	8	9
CC(C)C(NS(=O)(=O)c1ccc2c3c(cccc13)C(=O)N2)C(=O)O (centres undefined)	-5	1	7	-2.5	-12	-22	3	4	13	-21	6
CCCCNC(=O)NCc1cnn(C)c1C	-14	-2	9	1.5	-5	-16	-1	11	-7	3	-53
Cc1ccc(Nc2cc(-n3cccn3)ncn2)c(C)c1	-327	3	8	2.8	-49	-161	-76	9	-312	-7	-53
CCCCCN(C(=O)CCC(=O)OCC(=O)N(C)c1ccccc1)c1c(N)n(CCCC)c(=O)[nH]c1=O	9	-5	-3	-0.2	-6	2	2	6	-3	4	1
Cn1c(=O)c(Oc2ccc(Cl)cc2)c(O)c2ccccc21	4	2	6	1.0	7	14	3	-10	10	-4	3
COc1ccccc1N1CCN(S(=O)(=O)CCNC(=O)c2ccco2)CC1	-5	.	-1	0.6	-4	9	.	-5	5	-17	10
Cc1ccc(S(=O)(=O)c2c(C)nn(-c3ccccc3)c2OC(=O)c2ccc(Br)o2)cc1	-6	-3	12	2.9	1	5	-2	-2	7	-6	-13
CC(=O)c1cc(C#N)c(Oc2ccc(F)cc2)nc1C	6	-3	5	-4.0	-4	21	0	3	1	2	5
O=[N+]([O-])c1cccc(-c2ncc3ccccn23)c1	-51	0	-1	-0.3	2	-31	-16	-10	-57	-5	-31
C=CCSc1nc2sc3c(c2c(=O)n1-c1ccccc1)CCN(C)C3	-3	1	6	0.4	-15	-9	4	3	-6	-9	7
O=C(C1CCN(Cc2nc(-c3ccc(Cl)cc3)no2)CC1)N1CCOCC1	3	-3	-23	0.0	14	11	9	12	5	-17	18
O=C(Nc1ccc(Br)cc1)c1cc2ccccn2n1	-252	2	-12	-0.5	-20	-141	-33	-2	-254	33	-28
Cc1csc(N=Nc2ccc(N(C)C)cc2)[n+]1[O-]	18	.	-22	-2.0	55*	-58	.	-10	5	81*	5

# Profiles, looked up by structure. Order of values: Peg3 promoter, NR2E3 ag-1, CF NFkB inh, hiPSC survival, LMP1 NFkB inh, NR2E3 ag-2, TRPM1 prom inh, KKLEB tox, HIF-2a block, C8 TRAIL sens, Shn3 inh set2
# `CCOC(=O)C(Cc1ccnc2ccccc12)=NO` in the list: 18, ., 4, 0.4, 0, -18, -6, 13, 20, 11, 2
# `CCCCCN(C(=O)CCC(=O)OCC(=O)N(C)c1ccccc1)c1c(N)n(CCCC)c(=O)[nH]c1=O` in the list: 9, -5, -3, -0.2, -6, 2, 2, 6, -3, 4, 1
# `CC(C)C(NS(=O)(=O)c1ccc2c3c(cccc13)C(=O)N2)C(=O)O` (centres undefined) in the list: -5, 1, 7, -2.5, -12, -22, 3, 4, 13, -21, 6

# Next part.
compound	Peg3 promoter	NR2E3 ag-1	CF NFkB inh	hiPSC survival	LMP1 NFkB inh	NR2E3 ag-2	TRPM1 prom inh	KKLEB tox	HIF-2a block	C8 TRAIL sens	Shn3 inh set2
CC(=O)c1ccc(OC2(C)CCN(Cc3csc4ccccc34)C2)cc1 (centres undefined)	3	.	-24	0.9	.	7	.	-12	10	5	-2
COc1ccccc1Cn1c(=S)[nH]c2cc(C(=O)NC(C)C)ccc2c1=O	-4	.	-4	-0.4	2	-5	0	2	-48	-3	15
Cc1cc(=O)c2cccc(Br)c2[nH]1	22	0	20	-0.6	8	5	2	1	8	2	-12
CC(=O)Oc1cc2c(cc1OC(C)=O)C(=O)CCCC2	-7	.	6	-2.8	-2	3	.	-4	14	-1	0
CC1CCC2(CC1)NC(=O)N(CC(=O)Nc1ccc3c(c1)CCC3)C2=O (centres undefined)	10	4	5	-0.8	7	34	-22	-9	11	-12	1
